# Bioassay records as filed in PubChem BioAssay.
# PRC2 inh: EZH2 (human) methyltransferase inhibition; AID 651548; PRC2 H3K27 methylation, DELFIA TRF, 1 h; inhibition, % at 12.5 µM; Q15910; 57,000 compounds, 0.35% hits;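 active means mean inhibition of replicates at least 50% and every single replicate also reaching 50%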;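 further: dimethyl H3K27 on biotinylated H3 21-44 peptide detected by antibody; plate controls were median neutral control wells for no effect and median positive control wells for full effect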
# Target sequence (Q15910 whole entry, looked up): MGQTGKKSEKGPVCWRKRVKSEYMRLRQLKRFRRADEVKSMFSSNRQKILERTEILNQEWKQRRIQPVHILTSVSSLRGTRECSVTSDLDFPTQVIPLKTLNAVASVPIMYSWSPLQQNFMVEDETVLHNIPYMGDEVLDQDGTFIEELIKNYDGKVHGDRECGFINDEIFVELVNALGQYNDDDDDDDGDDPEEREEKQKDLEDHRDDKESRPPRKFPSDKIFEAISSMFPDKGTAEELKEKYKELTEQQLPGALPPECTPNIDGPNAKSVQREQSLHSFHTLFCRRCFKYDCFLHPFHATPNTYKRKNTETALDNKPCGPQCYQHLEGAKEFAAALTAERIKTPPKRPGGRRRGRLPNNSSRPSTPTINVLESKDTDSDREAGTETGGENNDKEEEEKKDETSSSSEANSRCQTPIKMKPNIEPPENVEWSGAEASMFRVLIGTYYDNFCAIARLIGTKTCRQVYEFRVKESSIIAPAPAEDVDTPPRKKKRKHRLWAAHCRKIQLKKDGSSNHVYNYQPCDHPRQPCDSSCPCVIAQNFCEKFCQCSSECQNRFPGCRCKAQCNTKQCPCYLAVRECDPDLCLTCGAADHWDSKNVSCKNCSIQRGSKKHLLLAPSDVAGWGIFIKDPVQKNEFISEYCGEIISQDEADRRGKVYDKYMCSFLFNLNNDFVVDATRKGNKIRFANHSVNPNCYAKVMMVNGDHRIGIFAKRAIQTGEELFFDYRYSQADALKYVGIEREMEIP
# IDH1 mut inh: IDH1 R132H (human) inhibition; IDH1 R132H reductase, diaphorase/resazurin fluorescence, 60 min; inhibition, % at 10 µM; AID 624101; 70,000 compounds, 0.18% hits; O75874; in the data active means inhibition above about 34%;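 further: 0% = DMSO and 100% = no enzyme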
# * = called active by the depositor; nt = no result given; & = joins results of further samples. These rows are one share of the data, so the mix of outcomes need not match the whole.
nr	structure	PRC2 inh	IDH1 mut inh
1	C[C@@H]1CN([C@@H](C)CO)S(=O)(=O)c2ccc(C3=CCCC3)cc2O[C@@H]1CN(C)C(=O)CC1CC1	12	-0.4
2	C[C@@H]1CN([C@H](C)CO)S(=O)(=O)c2ccc(-c3cccc(F)c3)cc2O[C@@H]1CN(C)C(=O)c1cccc(F)c1	0	-0.3
3	COc1ccc(NC(=O)CN=[N+]=[N-])cc1OC	3&16	0.3&-0.1
4	COC(=O)c1cc(NC(=O)CSc2nc(Nc3ccccc3)nc(N3CCOCC3)n2)ccc1Cl	4	0.5
5	C[C@@H]1CN([C@@H](C)CO)C(=O)c2cc(C#Cc3cccc(F)c3)cnc2O[C@H]1CN(C)C(=O)C1CCCCC1	-36	0.0
6	CCCC(=O)Nc1ccc2c(c1)C(=O)N(C)C[C@H](OC)[C@@H](C)CN(S(=O)(=O)c1cn(C)cn1)[C@H](C)CO2	4	0.4
7	COc1ccc(NC(=O)Nc2ccc3c(c2)CC(=O)N([C@H](C)CO)C[C@H](C)[C@@H](CN(C)Cc2ccc(Oc4ccccc4)cc2)O3)cc1	nt	-0.3
8	O=C(CCN1CCCCC1)N[C@H]1CC[C@@H](CCNS(=O)(=O)c2ccc(Cl)cc2)O[C@H]1CO	-8	0.0
9	Cc1noc(C)c1S(=O)(=O)Nc1cccc2c1O[C@H](CN(C)Cc1ccc(C(=O)O)cc1)[C@H](C)CN([C@H](C)CO)C2=O	nt	0.4
10	CNC[C@H]1Oc2ccc(NC(=O)c3ccncc3)cc2CC(=O)N([C@H](C)CO)C[C@@H]1C	6	2.9
11	COc1ccc(S(=O)(=O)N(C)C[C@H]2Oc3ccc(NC(=O)Nc4ccc(F)cc4)cc3C(=O)N([C@@H](C)CO)C[C@@H]2C)cc1	nt	-0.9
12	COCC(=O)Nc1ccc2c(c1)[C@@H]1C[C@H](CC(=O)N[C@@H](C)c3ccccc3)O[C@@H](CO)[C@@H]1O2	5	-0.3
13	C/C1=C/CC(=O)[C@@H](C)C[C@H]2OC(=O)C(CO)=C2CC1	nt	0.5
14	COc1cccc(CO)c1OCC(=O)Nc1ccc(F)cc1	-5	-0.2
15	C[C@@H]1CN([C@@H](C)CO)C(=O)c2cc(NC(=O)Nc3ccccc3)ccc2O[C@@H]1CN(C)Cc1ccccc1	-9	2.0
16	COc1ccccc1NC(=O)N[C@@H]1CC[C@@H](CC(=O)N2CCC(Cc3ccccc3)CC2)O[C@@H]1CO	5	0.2
17	C[C@@H]1CN([C@H](C)CO)C(=O)c2c(c3ccccc3n2C)-c2ccccc2CO[C@@H]1CN(C)C(=O)c1ccccc1	-9	-2.6
18	Cc1cccc(C)c1NC(=O)CCn1cnc2ccccc2c1=O	-8	1.0
19	CC(C)NC(=O)N(C)C[C@@H]1OCCCC[C@@H](C)Oc2ccc(NC(=O)Nc3ccccc3)cc2C(=O)N([C@@H](C)CO)C[C@H]1C	-15	5.3
20	Cc1noc(C)c1S(=O)(=O)Nc1ccc2c(c1)C(=O)N([C@@H](C)CO)C[C@@H](C)[C@@H](CN(C)C(=O)Nc1ccc3c(c1)OCO3)OCCCC[C@@H](C)O2	nt	-0.1

# Four entries from above in a different format.
9	Cc1noc(C)c1S(=O)(=O)Nc1cccc2c1O[C@H](CN(C)Cc1ccc(C(=O)O)cc1)[C@H](C)CN([C@H](C)CO)C2=O
  PRC2 inh: nt
  IDH1 mut inh: 0.4

10	CNC[C@H]1Oc2ccc(NC(=O)c3ccncc3)cc2CC(=O)N([C@H](C)CO)C[C@@H]1C
  PRC2 inh: 6
  IDH1 mut inh: 2.9

11	COc1ccc(S(=O)(=O)N(C)C[C@H]2Oc3ccc(NC(=O)Nc4ccc(F)cc4)cc3C(=O)N([C@@H](C)CO)C[C@@H]2C)cc1
  PRC2 inh: nt
  IDH1 mut inh: -0.9

12	COCC(=O)Nc1ccc2c(c1)[C@@H]1C[C@H](CC(=O)N[C@@H](C)c3ccccc3)O[C@@H](CO)[C@@H]1O2
  PRC2 inh: 5
  IDH1 mut inh: -0.3

# (cont.)
nr	structure	PRC2 inh	IDH1 mut inh
21	Cc1cc(C)c(S(=O)(=O)N(C)CC(=O)N2CCC(C(N)=O)CC2)c(C)c1	0	-0.1
22	CCOC(=O)c1c(C)cc(O)c(C)c1O	-7	0.3
23	C[C@@H]1CCCCO[C@H](CN(C)C(=O)C2CCCCC2)[C@@H](C)CN([C@H](C)CO)C(=O)c2cc(NC(=O)Nc3ccc(F)cc3)ccc2O1	nt	1.1
24	CO[C@@H]1CN(C)C(=O)c2cc(NS(=O)(=O)c3ccccc3C)ccc2OC[C@@H](C)N(S(C)(=O)=O)C[C@@H]1C	7	-0.2
25	COc1cccc(S(=O)(=O)Nc2ccc3c(c2)[C@H]2C[C@@H](CC(=O)N(C)C)O[C@@H](CO)[C@H]2O3)c1	3	-0.2
26	COc1cccc(CNC(=O)C[C@H]2CC[C@H](NC(C)=O)[C@H](CO)O2)c1	1	-0.1
27	C[C@H](CO)N1C[C@H](C)[C@H](CN(C)S(=O)(=O)c2ccc(Cl)cc2)Oc2ccc(NC(=O)Cc3ccccc3)cc2C1=O	-9	4.1
28	C[C@H](CO)N1C[C@H](C)[C@@H](CN(C)S(=O)(=O)c2ccccc2)Oc2c(NC(=O)Nc3ccc(C(F)(F)F)cc3)cccc2C1=O	nt	1.5
29	COCC(=O)Nc1ccc2c(c1)[C@@H]1C[C@@H](CC(=O)N3CCc4ccccc4C3)O[C@@H](CO)[C@@H]1O2	2	-2.8
30	CC(=O)N(C)C[C@H]1Oc2ncc(C#CCc3ccccc3)cc2C(=O)N([C@H](C)CO)C[C@H]1C	-5	3.6
31	COc1ccc(NC(=O)Nc2ccc3c(c2)C(=O)N([C@H](C)CO)C[C@H](C)[C@H](CN(C)Cc2ccncc2)O3)cc1	2	0.3
32	Cc1noc(C)c1NC(=O)Nc1ccc2c(c1)CC(=O)N([C@@H](C)CO)C[C@@H](C)[C@H](CN(C)S(=O)(=O)c1ccccc1)O2	nt	-1.5
33	C[C@H]1CN([C@@H](C)CO)S(=O)(=O)c2ccc(C#CC3CC3)cc2O[C@H]1CN(C)C(=O)C1CCCCC1	-13	nt
34	COC(=O)c1c(C)oc2ccc(N(C(=O)c3ccncc3)S(=O)(=O)c3ccc(OC)cc3)cc12	2	-0.7
35	CCS(=O)(=O)Nc1ccc2c(c1)C(=O)N(C)C[C@@H](OC)[C@H](C)CN(CC1CCCCC1)[C@H](C)CO2	-9	-0.1
36	CN1CCN(C(=O)C[C@@H]2C[C@@H]3c4cc(NC(=O)Nc5ccccc5)ccc4O[C@@H]3[C@H](CO)O2)CC1	-6	-0.6
37	C[C@H]1CCCCO[C@@H](CN(C)C)[C@@H](C)CN([C@@H](C)CO)C(=O)c2cc(NC(=O)NC3CCCCC3)ccc2O1	-1	3.4
38	C[C@H](CO)N1C[C@H](C)[C@@H](CN(C)C(=O)C2CC2)OCc2ccccc2-c2ccccc2C1=O	3	-2.9
39	CC(C)CC#Cc1ccc2c(c1)O[C@H](CN(C)Cc1ccccc1)[C@@H](C)CN([C@@H](C)CO)S2(=O)=O	nt	0.0
40	CCOc1ccc(OCC(=O)Nc2sc3c(c2C(N)=O)CCC(C)C3)cc1 (stereo unspecified)	-1	-0.2
41	CC(C)(C)c1cc(C(C)(C)C)cc(S(=O)(=O)CCc2ccccn2)c1	2	0.7
42	COc1ccc(N2C(=O)CC(SCCc3nc4ccccc4[nH]3)C2=O)cc1 (stereo unspecified)	-3	-0.2
43	CC(C)CC#Cc1cnc2c(c1)C(=O)N([C@H](C)CO)C[C@H](C)[C@@H](CN(C)Cc1ccccc1C(=O)O)O2	6	-2.5
44	C[C@H]1CN([C@@H](C)CO)C(=O)Cc2cc(NC(=O)Nc3ccc4c(c3)OCO4)ccc2O[C@@H]1CN(C)CC1CC1	-18	0.4
45	C[C@H](CO)N1C[C@H](C)[C@H](CN(C)S(=O)(=O)c2cccs2)Oc2ccc(N(C)C)cc2C1=O	-6	-1.3
46	Cc1cc(C(F)(F)F)nc(SCC(=O)Nc2ccc(I)cc2)c1C#N	0	0.0
47	CCN(CC(=O)Nc1cccc(Cl)c1C)S(=O)(=O)c1ccc(OC)cc1	-1	0.0
48	COCC(=O)N1C[C@H](C)[C@@H](OC)CN(C)C(=O)c2ccc(NC(=O)c3cc(C)on3)cc2OC[C@H]1C	-1	0.1
49	C[C@@H]1CCCCO[C@@H](CN(C)S(=O)(=O)c2ccccc2)[C@@H](C)CN([C@@H](C)CO)C(=O)c2cc(NC(=O)Nc3cccc4ccccc34)ccc2O1	nt	0.3
50	CC(=O)N(C)C[C@@H]1Oc2ncc(C#Cc3cccnc3)cc2C(=O)N([C@H](C)CO)C[C@@H]1C	2	4.6
51	Cc1nc(-c2ccccc2)sc1C(=O)C1C(=O)C(=O)N(CCN2CCOCC2)C1c1ccccc1F (stereo unspecified)	-3	0.3
52	COc1cccc(-c2cnc3c(c2)C(=O)N([C@H](C)CO)C[C@@H](C)[C@@H](CN(C)C(=O)CN(C)C)O3)c1	-2	-1.1
53	C[C@@H]1CCCCO[C@H](CN(C)C(=O)Nc2ccc3c(c2)OCO3)[C@H](C)CN([C@@H](C)CO)C(=O)c2cc(NC(=O)Nc3ccc4c(c3)OCO4)ccc2O1	nt	1.7
54	COc1cccc(S(=O)(=O)N[C@@H]2CC[C@H](CC(=O)NCc3ccc(Cl)cc3)O[C@@H]2CO)c1	-4	-0.3
55	C[C@@H]1CN([C@H](C)CO)C(=O)CCCn2nncc2CO[C@@H]1CN(C)C(=O)Nc1ccc(C(C)(C)C)cc1	nt	0.1
56	Cc1noc(C)c1NC(=O)N(C)C[C@@H]1OCCCC[C@@H](C)Oc2ccc(NS(=O)(=O)c3cn(C)cn3)cc2C(=O)N([C@@H](C)CO)C[C@H]1C	nt	2.1
57	C[C@H](CO)N1C[C@H](C)[C@@H](CN(C)C(=O)Cc2ccccn2)Oc2cc(-c3cccc(C(=O)N(C)C)c3)ccc2S1(=O)=O	-8	-1.1
58	C[C@@H]1CN([C@H](C)CO)C(=O)c2cc(NC(=O)CCCCCC(=O)Nc3ccccc3N)ccc2O[C@@H]1CN(C)S(=O)(=O)c1ccc(Cl)cc1	-26	nt
59	COc1ccc(/C=N/NC(=O)c2ccccn2)cc1	14	0.2
60	COc1ccccc1NC(=O)CSc1nnnn1-c1cccc(C)c1C	10	-0.1
61	C[C@H]1CN([C@@H](C)CO)C(=O)c2c(c3ccccc3n2C)-c2ccccc2CO[C@H]1CN(C)C(=O)[C@@H](Cc1ccccc1)N(C)C	-18	-1.2
62	COc1ccc(NC(=O)Nc2ccc3c(c2)[C@@H]2C[C@@H](CC(=O)NCc4ccncc4)O[C@@H](CO)[C@@H]2O3)cc1	2	-0.2
63	CC(C)c1ccc(NC(=O)CSc2n[nH]c(-c3ccccc3Cl)n2)cc1	12	0.0
64	C[C@H]1CN([C@@H](C)CO)S(=O)(=O)c2ccc(-c3ccncc3)cc2O[C@H]1CN(C)C(=O)CC1CC1	-10	8.7
65	O=C(C[C@H]1CC[C@H](NS(=O)(=O)c2ccc(F)cc2)[C@@H](CO)O1)NC1CCCCC1	-7	0.1
66	C[C@@H]1CN([C@@H](C)CO)S(=O)(=O)c2ccc(C3=CCCCC3)cc2O[C@@H]1CN(C)S(=O)(=O)c1cn(C)cn1	-23	-0.5
67	C[C@@H]1CN([C@H](C)CO)C(=O)c2cc(NC(=O)NC3CCCCC3)ccc2O[C@@H]1CN(C)S(=O)(=O)c1ccc(F)cc1	-8	0.1
68	CC(C)NC(=O)Nc1ccc2c(c1)C(=O)N([C@H](C)CO)C[C@H](C)[C@@H](CN(C)C)OCCCC[C@@H](C)O2	-16	1.7
69	CS(=O)(=O)N(CC(=O)NC1CCCC1)c1cc(Cl)c(Cl)cc1Cl	-15	0.3
70	C[C@@H]1CN([C@@H](C)CO)C(=O)c2cc(NC(=O)Nc3ccc(F)cc3)ccc2O[C@H]1CN(C)Cc1ccncc1	4	5.0
71	CNC[C@@H]1Oc2cc(-c3ccccc3F)ccc2S(=O)(=O)N([C@@H](C)CO)C[C@@H]1C	1	-0.1
72	CC(C)=CCN(CC#Cc1ccccc1)[C@H](CO)c1ccccc1	66*	-0.6
73	C[C@@H]1CN([C@H](C)CO)C(=O)c2cc(NC(=O)Cn3cnnn3)ccc2O[C@@H]1CN(C)S(=O)(=O)c1cn(C)cn1	nt	0.0
74	C[C@H](CO)N1C[C@H](C)[C@@H](CN(C)C)Oc2cc(C#Cc3cccnc3)ccc2S1(=O)=O	13	2.5
75	O=C(C[C@@H]1C[C@H]2c3cc(NC(=O)NC4CCCC4)ccc3O[C@H]2[C@@H](CO)O1)NCc1ccc(Cl)cc1	-4	0.0
76	C[C@@H]1CN([C@@H](C)CO)C(=O)c2cc(C#CC(C)(C)O)cnc2O[C@@H]1CN(C)Cc1ccccn1	21	-1.4
77	C[C@H](CO)N1C[C@H](C)[C@@H](CN(C)Cc2ccc(Oc3ccccc3)cc2)Oc2c(NC(=O)CCCCCC(=O)Nc3ccccc3N)cccc2C1=O	10	0.2
78	CCCNC(=O)Nc1ccc2c(c1)OC[C@H](C)N(Cc1ccccn1)C[C@H](C)[C@H](OC)CN(C)C2=O	7	0.0
79	Cc1ccc(NC(=O)CSc2nnc(-c3ccc(Cl)cc3Cl)n2-c2ccccc2)cc1	21	0.2
80	C[C@H](CO)N1C[C@H](C)[C@@H](CN(C)S(=O)(=O)c2ccc(Oc3ccccc3)cc2)OCc2cn(nn2)CCCC1=O	-3	-1.7

# A draw from above in order of molecular weight, rising.
nr	structure	PRC2 inh	IDH1 mut inh
76	C[C@@H]1CN([C@@H](C)CO)C(=O)c2cc(C#CC(C)(C)O)cnc2O[C@@H]1CN(C)Cc1ccccn1	21	-1.4
5	C[C@@H]1CN([C@@H](C)CO)C(=O)c2cc(C#Cc3cccc(F)c3)cnc2O[C@H]1CN(C)C(=O)C1CCCCC1	-36	0.0
77	C[C@H](CO)N1C[C@H](C)[C@@H](CN(C)Cc2ccc(Oc3ccccc3)cc2)Oc2c(NC(=O)CCCCCC(=O)Nc3ccccc3N)cccc2C1=O	10	0.2
